Compound activity deposited in PubChem by Broad Institute.
miR122 inh = miR-122 Renilla sensor signal increase in Huh7, primary screen, miR-122 inhibitor project, cell-based, single point, plate reader; Huh7 miR-122 Renilla luciferase sensor, 48 h; neutral wells = 0, positive control = 100; activation (reporter increase), % at 12.5 µM; 0.3% of 340,000 active;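 active = mean replicate activation score at least 90 and every replicate individually at or above 90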;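 note: higher luciferase means less miR-122 activity so hits act as miR-122 inhibitors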
EWS-Fli inh = EWS/Fli-driven NR0B1 reporter inhibitors, primary screen, A673 cells, NR0B1 luciferase, luminescence, MLPCN library; 0.67% of 350,000 active; viability-normalised; AID 651661, 2012; inhibition, % at 12.6 µM;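 active = mean inhibition of at least 50% after viability correction, with every replicate also passing that limit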;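 note: firefly luciferase signal divided by Alamar Blue viability fluorescence both relative to DMSO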
PGC1a acetyl inh = inhibitors of PGC1a acetylation signal, primary screen, cell-based, U2OS, AlphaScreen, inhibitor mode. AlphaScreen anti-acetyl-lysine; with virally co-expressed GCN5 acetyltransferase. inhibition, % at 15.6 µM. 0.17% of 350,000 active;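 active = every replicate shows inhibition of at least 40%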;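 note: 0% = neutral control wells and 100% = positive control wells; some results beyond the cut were filed as inactive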
LGR2 antag = inhibitors of bursicon-induced LGR2 CRE-luciferase signal, primary screen, cell-based, HEK293, CRE-luciferase reporter, bursicon stimulation; bursicon-stimulated, 4 h; inhibition, % at 9.99 µM; 0.35% of 380,000 active;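 active = drop in luminescence signal, shown as inhibition above about 50% in the replicate tests, limit read from the data, passing the limit was not always enough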;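 note: agonist challenge used bursicon conditioned medium at about half maximal strength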
FN deposition inh = inhibitors of fibronectin matrix deposition, primary screen, AH1F cells, Alexa488-fibronectin fluorescence, plate reader; AH1F fibroblasts, overnight; inhibition, % at 12.6 µM; 0.086% of 350,000 active;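 active = mean inhibition across replicates of 30% or more, regardless of how many single replicates reach that level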;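 note: positive control wells lacked labelled fibronectin entirely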
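Material: AH1F fibroblast monolayer depositing Alexa488-labelled fibronectin into matrix | Input: 10000 AH1F cells/well | Medium: DMEM plus 2% serum, read in PBS | Reagent: Alexa488-fibronectin, 24 nM final in well | Compound dosing: One dose per compound, pinned | Schedule: 1 h adhesion, overnight exposure | Measured by: Fluorescence at 485 nm excitation, 525 nm emission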
CASP6 VEID inh = human caspase-6 inhibitors, primary screen, biochemical, VEID-R110 fluorescence, single point, set 2; P55212; purified caspase-6, Z-VEID-R110 cleavage fluorescence; inhibition, % at 12.5 µM; 0.53% of 350,000 active;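 active = mean inhibition across replicates at least about 35%, with every replicate also reaching that limit, limit read from the data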;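 note: 0% = median of neutral control wells and 100% = no fluorescence left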
Target sequence (P55212 24-179 limits assumed): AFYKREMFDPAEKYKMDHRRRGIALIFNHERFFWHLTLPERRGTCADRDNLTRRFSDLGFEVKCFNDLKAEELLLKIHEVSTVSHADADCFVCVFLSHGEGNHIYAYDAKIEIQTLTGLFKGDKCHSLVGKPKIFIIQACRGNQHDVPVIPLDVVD
Target sequence (P55212 194-293 limits assumed): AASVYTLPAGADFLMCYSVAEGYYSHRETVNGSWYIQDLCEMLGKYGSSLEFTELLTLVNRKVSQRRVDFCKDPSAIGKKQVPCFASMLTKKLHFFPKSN
PAX8 inh HTS = inhibitors of PAX8-driven TPO luciferase reporter, primary screen, RMG-I cells, single concentration | SteadyGlo, 24 h | inhibition, % at 12.6 µM | 1.2% of 360,000 active;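 active = mean replicate inhibition at least 60% with every replicate also reaching 60%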;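 note: luciferase light reporting Pax8 driven TPO promoter activity; plate controls were median of neutral control wells for no effect and mitoxantrone controls for full effect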
Cneo AK release = Cryptococcus neoformans cell lysis inducers, primary screen, AK release luminescence, single concentration | C. neoformans lysis, adenylate kinase release luminescence, 4 h; normalised: neutral wells 0, clomiphene wells 100 | lysis activity, % at 15 µM | AID 651654, 2012 | 0.2% of 360,000 active;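 active = mean lysis activity across replicates of at least 80%, whatever share of replicates individually reach that level; inactive = mean lysis activity below 80%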
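Assay system: C. neoformans cells. Amount: yeast cell density of 5 × 10^6 cells/mL. Technique: AK luminescence. Buffer or medium: YPD. Times: static 4 h at 37 °C with compound, 1 h detection. Dosing: single-point compound dose. Read-out: lysis from increased AK signal.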
Starred values were filed as active, the others as inactive; . = no result given; [ ] = another dose, or the depositor's remark.

Results follow in this order: miR122 inh	EWS-Fli inh	PGC1a acetyl inh	LGR2 antag	FN deposition inh	CASP6 VEID inh	PAX8 inh HTS	Cneo AK release
COc1ccc2c(C)c(CC(=O)N3CCN(C(=O)C4COc5ccccc5O4)CC3)c(=O)oc2c1 (configuration not stated)
 : -7	-12	8	-4	-4	-1	-5	-2
Cc1ccc(OCCC(=O)OCC(=O)c2c(N)n(C)c(=O)n(C)c2=O)cc1
 : 7	7	-14	5	-2	2	-4	5
Cc1nnsc1C(=O)N/N=C/c1ccc(OC(F)(F)F)cc1
 : 1	-40	6	-2	-4	2	12	-2
NNC(=O)Cn1c(-c2ccccn2)nc2ccccc21
 : -8	6	-5	-18	-9	2	18	0
Nc1ncnc(Sc2ccc(Cl)cc2)c1[N+](=O)[O-]
 : .	28	.	.	-4	4	10	.
COC(=O)c1c(NC(=O)C2SC(=NC3CCCCC3)C(C(N)=O)=C2N)sc2c1CCCC2 (configuration not stated)
 : -7	.	.	0	1	.	9	2
Cc1cc(C(=O)Nc2cccc3c2O[C@@H](CN(C)Cc2ccncc2)[C@H](C)CN([C@@H](C)CO)C3=O)n(C)n1
 : 6[16.7 µM]	-18	0	-2	.	0	9	0
CCOC(=O)c1sc(=S)n(C)c1NC(=O)c1ccc(F)cc1
 : 6	.	.	6	-3	.	8	1
C[C@H]1CN([C@@H](C)CO)C(=O)c2cc(-c3cccc(C#N)c3)cnc2O[C@H]1CN(C)C(=O)C1CCC1
 : 5[16.7 µM]	-10	8	-10	.	-3	-25	-3
O=C(CN1CCN(c2ccccn2)CC1)Nc1cccc(Cl)c1Cl
 : .	-8	.	10	-1	1	20	0
CNC[C@@H]1OCCCC[C@H](C)Oc2ccc(NS(C)(=O)=O)cc2C(=O)N([C@H](C)CO)C[C@@H]1C
 : 5[16.7 µM]	-1	-22	-13	.	-2	6	-8
COc1ccc(OCCn2cc(C=O)c3ccccc32)cc1
 : .	2	.	1	-4	-2	20	-2
CO[C@H]1CN(C)C(=O)c2cc(NS(=O)(=O)c3ccccc3)ccc2OC[C@H](C)NC[C@@H]1C
 : .	-2	2	-4	8	-1	-41	-3
O=C1NC[C@@H](CCCCN2C[C@H](Cc3ccc(O)cc3)N(CCC3CCCCC3)C(=O)C2=O)N(Cc2ccccc2)C1=O
 : .	1	.	15	3	5	26	.
C[C@H](CO)N1C[C@H](C)[C@H](CN(C)CC2CCCCC2)Oc2ccc(NC(=O)Nc3ccc4c(c3)OCO4)cc2C1=O
 : 59[16.7 µM]	7	.	4	.	-4	0	83*
COC(CNC(=O)c1cc(C)nn1-c1ccccc1)OC
 : 10	.	-8	.	-2	.	-25	-3
COc1ccc(CC(=O)OCc2csc(CC(=O)Nc3ccc(C)cc3)n2)cc1
 : 0	-5	6	-5	-6	-1	-3	-1
C/C(=N/NS(=O)(=O)c1ccc(C)cc1C)c1c[nH]c2ccccc12
 : 5	28	.	5	-1	2	24	0
CCOC(=O)c1cnc2cc(C)nn2c1C
 : -2	.	-1	-1	.	.	.	0
Cc1ccccc1C(=O)NC(=S)Nc1ccc(N2CCN(C(=O)c3ccccc3)CC2)cc1
 : -8	4	.	-3	2	3	.	0
CN1CCN(C(=O)C[C@@H]2CC[C@@H]3[C@H](COc4ccc(NC(=O)c5ccc(F)c(F)c5)cc4C(=O)N3C)O2)CC1
 : -5[16.7 µM]	-2	1	18	-4	2	1	1
CCOC(=O)c1sc2nc(CC(=O)OC)nc(NCCN(CC)CC)c2c1C
 : 0	.	-27	-13	5	.	.	1
O=C(NNc1nc2ccccc2s1)c1ccccc1F
 : 5	-7	3	-28	.	1	.	6
C[C@H]1CN([C@@H](C)CO)C(=O)c2cc(NC(=O)Cc3cn(C)c4ccccc34)ccc2O[C@H]1CN(C)C
 : 40[16.7 µM]	12	-7	-14	.	3	3	0
CC(C)(C)OC(=O)C[C@H]1C/C=C\C[C@H](CC(=O)N(CCO)Cc2ccccc2)C(=O)NC[C@H](c2ccccc2)OC1=O
 : -6	-4	.	-1	-7	1	16	6
COC(=O)c1cn(C(=O)c2ccco2)c2ccccc12
 : -5	.	-3	21	.	.	.	0
Nc1c(-c2ccc(Cl)cc2)cnc2c(-c3ccccc3)cnn12
 : -4	-66	-3	-13	3	3	-152	-7
CCCN1CCN(C(=S)Nc2ccc([N+](=O)[O-])cc2)CC1
 : 17	.	.	-13	0	.	14	2
CCCn1c(C2CC(=O)N(c3ccc(C)cc3)C2)nc2ccccc21 (configuration not stated)
 : 9	.	8	.	-4	.	.	3
N#Cc1ccc(-c2ccc3c(c2)[C@@H]2[C@@H](CCN2C(=O)C2CCCC2)[C@@H](CO)N3)cc1
 : .	-2	.	-9	26	3	.	.

Ordered by number of heavy atoms (ascending): 9 of the compounds above
Results follow in this order: miR122 inh	EWS-Fli inh	PGC1a acetyl inh	LGR2 antag	FN deposition inh	CASP6 VEID inh	PAX8 inh HTS	Cneo AK release
NNC(=O)Cn1c(-c2ccccn2)nc2ccccc21
 : -8	6	-5	-18	-9	2	18	0
CCCN1CCN(C(=S)Nc2ccc([N+](=O)[O-])cc2)CC1
 : 17	.	.	-13	0	.	14	2
Cc1nnsc1C(=O)N/N=C/c1ccc(OC(F)(F)F)cc1
 : 1	-40	6	-2	-4	2	12	-2
Nc1c(-c2ccc(Cl)cc2)cnc2c(-c3ccccc3)cnn12
 : -4	-66	-3	-13	3	3	-152	-7
CCCn1c(C2CC(=O)N(c3ccc(C)cc3)C2)nc2ccccc21 (configuration not stated)
 : 9	.	8	.	-4	.	.	3
Cc1ccc(OCCC(=O)OCC(=O)c2c(N)n(C)c(=O)n(C)c2=O)cc1
 : 7	7	-14	5	-2	2	-4	5
N#Cc1ccc(-c2ccc3c(c2)[C@@H]2[C@@H](CCN2C(=O)C2CCCC2)[C@@H](CO)N3)cc1
 : .	-2	.	-9	26	3	.	.
Cc1ccccc1C(=O)NC(=S)Nc1ccc(N2CCN(C(=O)c3ccccc3)CC2)cc1
 : -8	4	.	-3	2	3	.	0
C[C@H]1CN([C@@H](C)CO)C(=O)c2cc(NC(=O)Cc3cn(C)c4ccccc34)ccc2O[C@H]1CN(C)C
 : 40[16.7 µM]	12	-7	-14	.	3	3	0

(continued)
Results follow in this order: miR122 inh	EWS-Fli inh	PGC1a acetyl inh	LGR2 antag	FN deposition inh	CASP6 VEID inh	PAX8 inh HTS	Cneo AK release
O=c1c2ccccc2c(-c2ccc(O)cc2)nn1-c1cccc(C(F)(F)F)c1
 : 5	2	1	30	.	.	3	-5
COCc1ccc(CN2CCCC(C(=O)Nc3ccc(-c4cccc(OC)c4)cc3)C2)o1 (configuration not stated)
 : 0	.	-12	2	-8	3	-11	5
CCOC(=O)Cc1cc(=O)n2[nH]c(C)cc2n1
 : 2	.	6	.	10	.	.	0
O=C1C2C3C=CC(C2C(=O)N1c1cccc(O)c1)C1C2C(=O)N(c4cccc(O)c4)C(=O)C2C31 (configuration not stated)
 : 2	-7	-1	25	-2	.	13	1
Cc1ccc(S(=O)(=O)NCC[C@H]2CC[C@H](NC(=O)NC(C)C)[C@@H](CO)O2)cc1
 : .	4	1	5	-7	1	-4	-2
COC(=O)C1CCN(C(=O)COC(=O)c2cc(-c3cccs3)nn2-c2ccccc2)CC1
 : -6	-3	.	4	.	0	-9	2
Cc1noc(C)c1NC(=O)Nc1ccc2c(c1)C(=O)N([C@@H](C)CO)C[C@@H](C)[C@@H](CN(C)Cc1ccc(C(F)(F)F)cc1)OCCCC[C@H](C)O2
 : -3[16.7 µM]	-1	7	3	.	-1	1	1
COc1ccc(OC)c2sc(N3CCN(C(=O)c4ccc([N+](=O)[O-])s4)CC3)nc12
 : -17	10	.	6	-5	3	13	0
CC(NC(=O)C1CCCN(C(=O)c2ccc(Cl)cc2)C1)c1cccc(C(F)(F)F)c1 (configuration not stated)
 : .	5	1	13	2	3	24	1
O=C(C[C@@H]1CC[C@@H]2[C@H](COC[C@@H](O)CN2Cc2ccc3c(c2)OCO3)O1)N1CCCCC1
 : 0[16.7 µM]	-4	-1	-11	3	.	8	-2
COc1ccc2c3c([nH]c2c1)[C@@H](CO)N(Cc1nccs1)CC31CCN(C(=O)C2CCOCC2)CC1
 : .	-7	6	-11	.	-3	.	.
COc1ccc(CCC(=O)Nc2cc(S(=O)(=O)N3CCOCC3)ccc2OC(C)C)cc1
 : .	6	12	-7	0	3	17	-4
COc1ccc(/C=C/C(=O)NC(=S)N2CCSCC2)cc1
 : .	-8	-6	.	-4	2	-25	.
COc1cccc(C(=O)N2CCN(Cc3cn[nH]c3-c3ccc(F)cc3F)CC2)c1
 : .	5	.	24	-3	0	6	.
CCCC(=O)Nc1ccc2c(c1)C(=O)N(C)[C@@H]1CC[C@H](CC(=O)NCc3ccccc3F)O[C@@H]1CO2
 : 25[16.7 µM]	6	-2	-9	-11	.	-13	-4
O=C(CSc1cccc2cccnc12)N/N=C/c1ccc(F)cc1
 : .	-1	.	-4	4	0	-19	.
Cc1ccc2nc(NCCNC(=O)c3ccccc3)c(C#N)cc2c1
 : -3	-2	-6	.	0	3	-14	-2
Cc1ccc(C(=O)NCC(=O)OCc2c(F)cccc2Cl)cc1
 : .	-3	.	-20	-8	0	.	.
Cc1nn(-c2ccccc2)c2c1C(c1ccc([N+](=O)[O-])cc1)C(C#N)=C(N)O2 (configuration not stated)
 : -7	11	-9	6	7	3	18	0
O=C(Nc1cccc(F)c1)N[C@H]1CC[C@@H](CCNS(=O)(=O)c2cccc(Cl)c2)O[C@@H]1CO
 : .	27	-2	5	.	-8	-22	106*
O=C(N[C@@H]1CC[C@H](CCNS(=O)(=O)c2ccccc2)O[C@@H]1CO)c1cccnc1
 : .	3	5	24	.	-2	-15	-3
CCn1nccc1C(=O)Nc1cccc(C)c1C
 : -2	-6	-8	5	-3	-6	3	-3
COc1cc(NC(=O)c2cnn3c(C(F)F)cc(C4CC4)nc23)c(OC)cc1Cl
 : 8	-10	-9	9	10	1	-5	.
CC(=O)NCCc1ccc(S(=O)(=O)Nc2ccc3c(c2)OCCO3)cc1
 : .	6	.	-22	-1	-1	-8	.
